NOD2-RIPK2 inh: NOD2-RIPK2 protein interaction inhibition | O43353 | CHO BLA complementation NOD2-RIPK2, CCF4 ratio | inhibition, % at 4.98 µM | 0.38% of 360,000 active | AID 624267; in the data active means inhibition above about 21%;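 further: 0% = vehicle only and 100% = reference blocker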
Target sequence (O43353 whole entry, looked up): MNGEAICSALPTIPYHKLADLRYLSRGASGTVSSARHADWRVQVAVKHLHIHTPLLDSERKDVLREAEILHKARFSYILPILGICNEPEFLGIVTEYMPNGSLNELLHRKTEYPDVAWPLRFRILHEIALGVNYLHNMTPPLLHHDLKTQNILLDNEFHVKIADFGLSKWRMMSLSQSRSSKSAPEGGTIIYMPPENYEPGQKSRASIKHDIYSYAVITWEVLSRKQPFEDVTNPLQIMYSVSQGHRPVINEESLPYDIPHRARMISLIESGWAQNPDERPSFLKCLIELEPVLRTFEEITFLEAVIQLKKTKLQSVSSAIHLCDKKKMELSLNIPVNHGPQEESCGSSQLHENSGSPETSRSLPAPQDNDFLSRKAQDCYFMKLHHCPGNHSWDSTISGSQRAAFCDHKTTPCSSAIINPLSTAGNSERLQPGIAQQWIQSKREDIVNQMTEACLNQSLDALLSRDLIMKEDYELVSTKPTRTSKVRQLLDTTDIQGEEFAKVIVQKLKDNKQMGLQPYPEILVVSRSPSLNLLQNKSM
NR2F2 inh: inhibitors of human COUP-TFII (NR2F2) | HEK293T NGFI-A luciferase reporter, luminescence | inhibition, % at 8.6 µM | 0.7% of 370,000 active | AID 686940;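 active means inhibition above a per-plate cutoff, mean inhibition of test wells between control levels plus 3 SD, cut at about 38% in these data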;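 further: cells cotransfected with COUP-TFII expression vector driving the NGFI-A reporter; 0% = median of COUP-TF2 test wells and 100% = reporter-only cells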
Target sequence (P24468 whole entry, looked up): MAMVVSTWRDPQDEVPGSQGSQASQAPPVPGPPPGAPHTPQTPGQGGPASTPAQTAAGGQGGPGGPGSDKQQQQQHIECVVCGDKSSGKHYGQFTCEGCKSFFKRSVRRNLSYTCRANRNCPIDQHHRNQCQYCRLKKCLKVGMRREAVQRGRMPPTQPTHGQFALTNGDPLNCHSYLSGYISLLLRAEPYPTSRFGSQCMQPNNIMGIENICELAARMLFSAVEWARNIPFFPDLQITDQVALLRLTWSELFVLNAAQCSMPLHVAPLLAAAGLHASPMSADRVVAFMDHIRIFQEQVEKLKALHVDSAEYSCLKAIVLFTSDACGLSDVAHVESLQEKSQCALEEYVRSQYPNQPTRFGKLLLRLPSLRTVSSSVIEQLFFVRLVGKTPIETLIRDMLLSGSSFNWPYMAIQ
ABHD5-PLIN5 inh: blocks binding of human ABHD5 to perilipin-5; Split G. princeps luciferase complementation, luminescence, 4 h; inhibition, % at 4 µM; 0.78% of 360,000 active; AID 602281;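 active means inhibition above the mean inhibition across every tested compound plus 3 SD, cut at about 22% in these data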;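 further: 0% = DMSO only wells and the 100% control is not disclosed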
MC4R antag cAMP: human MC4R antagonism in cAMP assay; AID 540295; inhibition, % at 6.5 µM; P32245; MC4R-expressing cells, MTII-stimulated cAMP, LANCE TR-FRET; 0.48% of 360,000 active;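 active means inhibition above its plate's cutoff, the mean of tested wells on that plate plus 3 SD, cut at about 29% in these data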;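 further: 0% = Melanotan II alone and 100% = Melanotan II plus saturating MCL0020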
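Material: U2OS-MC4R stable cell line | Reagent: Melanotan II challenge after compound preincubation | Doses: One concentration, 6.5 µM nominal | Incubation: 30-min compound preincubation, 1-h Melanotan II challenge, 1-h detection, room temperature | Signal: TR-FRET cAMP assay | Replicates: One well per compound, no replicates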
MC4R barr agon: human MC4R agonism via beta-arrestin; U2OS MC4R beta-arrestin complementation, luminescence; percent of melanotan II response, DMSO zero; activation, % at 8.9 µM; 0.98% of 360,000 active; AID 540308;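 active means activation above a per-plate cutoff, the mean activation of sample wells on that plate plus 3 SD, cut at about 8% in these data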
SRC2 inh: inhibits human steroid receptor coactivator 2. 0.17% of 370,000 active. AID 651957. inhibition, % at 9 µM. HEK293 GAL4-SRC2 luciferase reporter, luminescence;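 active means inhibition above the mean inhibition of all tested compounds plus 3 SD, set per campaign, cut at about 52% in these data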;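 further: 0% = DMSO treated cells and 100% = cells given Gossypol at 36 µM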
NCOA1 inh: inhibitors of human steroid receptor coactivator 1 (SRC1) | Q15788 | HEK293 GAL4-SRC1 luciferase reporter, luminescence | inhibition, % at 3.6 µM | 0.12% of 360,000 active | AID 588354;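 active means inhibition above the campaign mean plus 3 SD, with each screening campaign given its own cutoff, cut at about 60% in these data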;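 further: 0% = DMSO treated cells and 100% = gossypol at 36 µM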
NR5A2 inv ag: NR5A2 inverse agonism in reporter assay; O00482; HEK293T StAR-luciferase reporter, LRH-1 transfected, 24 h; inhibition, % at 3.6 µM; 0.13% of 360,000 active;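 active means inhibition above the mean inhibition of all tested compounds plus 3 SD, cut at about 73% in these data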;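 further: 0% = DMSO wells and 100% = reporter-only cells lacking LRH-1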
TLR9-MyD88 inh: TLR9-MyD88 interaction inhibition; CHO BLA complementation TLR9-MyD88, CCF4 FRET ratio; 0.21% of 340,000 active; inhibition, % at 4.98 µM;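 active means inhibition above the mean over all tested compounds plus 3 SD, cut at about 21% in these data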;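 further: 0% = DMSO only wells and 100% = clavulanate BLA inhibitor control wells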
LMP1 NFkB inh: Epstein-Barr LMP1 NF-kappaB reporter inhibition. LMP1-induced NF-kappaB luciferase reporter cells, luminescence. inhibition, % at 12.5 µM. 0.69% of 350,000 active. AID 504558; in the data active means inhibition above about 41%;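 further: 0% = neutral control wells and 100% = reference inhibitor control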
NCOA3 inh: human NCOA3 inhibition; Q9Y6Q9; HEK293 GAL4-SRC3 luciferase reporter, luminescence; inhibition, % at 3.6 µM; 0.17% of 360,000 active;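 active means inhibition above a per-campaign cutoff, the mean of all compounds plus 3 SD, cut at about 60% in these data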;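 further: 0% = DMSO-treated cells and 100% = gossypol-treated cells at 36 µM; higher means less SRC3-driven luciferase light from the GAL4 reporter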
* hit, by the source's call; nt = no result given; & = joins results of further samples. Not all compounds are listed, so the mix of outcomes need not match the whole.

Results follow in this order: NOD2-RIPK2 inh	NR2F2 inh	ABHD5-PLIN5 inh	MC4R antag cAMP	MC4R barr agon	SRC2 inh	NCOA1 inh	NR5A2 inv ag	TLR9-MyD88 inh	LMP1 NFkB inh	NCOA3 inh
- O=C(NCc1ccccc1Cl)[C@H]1CCCN1C(=O)[C@H]1CCCN1
  -9	-19	-3	nt	nt	-2	nt	-9	nt	nt	nt
- CCOc1cc(C(=O)NCCCNC(=O)c2cc(OCC)c(OCC)c(OCC)c2)cc(OCC)c1OCC
  -2	16	-8	12	1.8	9	-11	-5	-13	-2	12
- Cc1cc2c(=O)n(C)c(SCC(=O)Nc3ccc(F)cc3)nc2s1
  4	12	2	-4	0.5	17	7	-2	-1	4	1
- C/C(=N\Nc1nc(-c2cc(C)ccc2C)cs1)c1cc2ccccc2oc1=O
  -3	13	4	3	0.3	-6	-13	25	-12	2	1
- COc1ccc(CNC(=O)C2CCC(CNc3c(N4CCOCC4)c(=O)c3=O)CC2)cc1 (stereo not given)
  -11&0	18&3	-1&0	5&0	-1.2&-0.6	7&-24	9&1	10&0	-1&1	4&-4	-8&6
- CCOc1ccc(NC(=O)N2CCC(c3nc4ccccc4[nH]3)CC2)cc1
  -4	20	3	-1	0.2	-28	-13	-6	11	2	0
- CCN(CC)C(=O)Cn1cc(SCC(=O)Nc2cc(C)on2)c2ccccc21
  1	15	5	-1	-0.6	16	-15	12	15	2	10
- Cc1cccc(CCNc2nc3ccc(C)cc3n3cnnc23)c1
  -2	0	-2	-3	-1.2	-30	-51	3	5	-3	5
- CCN(C[C@H]1N[C@@](Cc2ccccc2)(C(=O)OC)[C@H]2C(=O)N(C)C(=O)[C@@H]12)S(=O)(=O)c1ccc(-c2ccccc2)cc1
  16	-13	-2	11	-1.4	-5	-16	-22	-13	3	2
- CCN(CC(=O)NCc1ccc(F)cc1)C(=O)c1cccc(S(=O)(=O)N(C)c2ccc(OC)cc2)c1
  0	4	7	7	-0.5	20	-23	-14	1	-9	12
- CC(=O)Nc1ccc(S(=O)(=O)N2CCC(c3nnc(-c4ccc(C)cc4)o3)CC2)cc1
  -3	nt	-7	3	0.7	nt	2	15	-5	-10	-4
- CSCc1ccc(C(=O)Nc2ccc(C(N)=O)cc2)cc1
  9	-43	1	31*	0.2	-68	-108	-106	0	-23	-78
- O=c1ncn(-c2ccc(F)cc2)c2ncccc12
  6	-24	2	0	-1.2	7	-17	10	-4	4	19
- COc1ccc(/C=N/NC(N)=S)cc1
  -9	-12	-4	2	1.7	11	-19	9	0	0	-4
- Cn1c(SCc2cccc(Cl)c2)nc(C(F)(F)F)cc1=O
  15	-1	-5	10	0.8	-12	-1	11	11	7	18

Part of the list above, as labelled records.
> Cc1cccc(CCNc2nc3ccc(C)cc3n3cnnc23)c1
  NOD2-RIPK2 inh = -2; NR2F2 inh = 0; ABHD5-PLIN5 inh = -2; MC4R antag cAMP = -3; MC4R barr agon = -1.2; SRC2 inh = -30; NCOA1 inh = -51; NR5A2 inv ag = 3; TLR9-MyD88 inh = 5; LMP1 NFkB inh = -3; NCOA3 inh = 5
> CCN(C[C@H]1N[C@@](Cc2ccccc2)(C(=O)OC)[C@H]2C(=O)N(C)C(=O)[C@@H]12)S(=O)(=O)c1ccc(-c2ccccc2)cc1
  NOD2-RIPK2 inh = 16; NR2F2 inh = -13; ABHD5-PLIN5 inh = -2; MC4R antag cAMP = 11; MC4R barr agon = -1.4; SRC2 inh = -5; NCOA1 inh = -16; NR5A2 inv ag = -22; TLR9-MyD88 inh = -13; LMP1 NFkB inh = 3; NCOA3 inh = 2
> CCN(CC(=O)NCc1ccc(F)cc1)C(=O)c1cccc(S(=O)(=O)N(C)c2ccc(OC)cc2)c1
  NOD2-RIPK2 inh = 0; NR2F2 inh = 4; ABHD5-PLIN5 inh = 7; MC4R antag cAMP = 7; MC4R barr agon = -0.5; SRC2 inh = 20; NCOA1 inh = -23; NR5A2 inv ag = -14; TLR9-MyD88 inh = 1; LMP1 NFkB inh = -9; NCOA3 inh = 12
> CC(=O)Nc1ccc(S(=O)(=O)N2CCC(c3nnc(-c4ccc(C)cc4)o3)CC2)cc1
  NOD2-RIPK2 inh = -3; NR2F2 inh = nt; ABHD5-PLIN5 inh = -7; MC4R antag cAMP = 3; MC4R barr agon = 0.7; SRC2 inh = nt; NCOA1 inh = 2; NR5A2 inv ag = 15; TLR9-MyD88 inh = -5; LMP1 NFkB inh = -10; NCOA3 inh = -4

(continued)
Results follow in this order: NOD2-RIPK2 inh	NR2F2 inh	ABHD5-PLIN5 inh	MC4R antag cAMP	MC4R barr agon	SRC2 inh	NCOA1 inh	NR5A2 inv ag	TLR9-MyD88 inh	LMP1 NFkB inh	NCOA3 inh
- Cc1ccc(C(=O)NC(=S)NNC(=O)c2ccccc2O)cc1
  -3	-16	-2	-5	-3.1	-26	7	14	-6	17	-6
- O=C(Nc1ccc(Br)cc1Br)C1CC(=O)N(Cc2ccccc2)C1 (stereo not given)
  9	-6	10	-1	-0.8	1	8	-8	-9	5	23
- Cc1ccccc1OCC(O)CN1CCN(c2ccccn2)CC1 (stereo not given)
  -1	-5	6	12	-2.2	-18	20	13	-4	1	-2
- Cc1ccsc1/C=N/N1CCN(c2ccccn2)CC1
  -9	1	-9	-3	-1.0	-39	-25	-44	2	-6	-25
- CCOC(=O)[C@]12CCC=C1N(Cc1ccco1)C(=O)[C@H](CC(=O)N1CCC(c3ccccc3)CC1)C2
  3	-5	21	nt	nt	-1	nt	1	nt	nt	nt
- Cc1cc(C)n(-c2ccc(Cl)c(C(=O)Nc3ccc(-c4nnc5n4CCCCC5)cc3)n2)n1
  -10	2	10	16	-2.0	6	-2	-16	2	8	-22
- CCOC(=O)C(=O)Nc1ccc([N+](=O)[O-])cc1OC
  -8	2	-6	1	-0.4	8	5	-11	-5	-10	7
- CCN(CC)S(=O)(=O)c1ccc(/C=C/C(=O)Nc2ccc(F)c(F)c2F)cc1
  -6	63*	-12	7	0.3	8	36	38	-2	24	39
- Cc1ccc(OCC(O)CNC(=O)c2ccccc2C(=O)O)cc1 (stereo not given)
  0	7	-2	9	-1.1	-30	-7	-16	0	0	-9
- O=C(COc1ccc(Cl)cc1)OCC(=O)N1CCCc2ccccc21
  -5	5	-1	7	-0.1	-29	-1	14	1	2	-1
- CC(C)Cn1c(SCC(=O)Nc2cc(Cl)c(Cl)cc2Cl)nc(O)cc1=O
  7	13	4	3	-0.5	-22	-12	3	1	5	4
- CN(C)CCCN(C(=O)CCc1ccccc1)c1nc2ccc(Cl)cc2s1
  3	-10	39*	-4	11*	9	-7	4	3	-21	13
- COc1ccc(CCNC(=O)CN2C(=O)c3cccc4cccc(c34)C2=O)cc1OC
  -3	-6	-1	2	-0.1	0	-38	3	6	-17	0
- O=S(=O)(Cc1ccc(Cl)cc1)N1CCCC1
  -2	4	-4	8	-1.4	18	-20	6	11	25	7
- O=C(O)c1ccccc1C(=O)Nc1ccc(Oc2cccc(C(F)(F)F)c2)nc1
  -13	-20	-2	4	-1.8	3	-19	-7	2	-8	-1

Other records follow.
Results follow in this order: NOD2-RIPK2 inh	NR2F2 inh	ABHD5-PLIN5 inh	MC4R antag cAMP	MC4R barr agon	SRC2 inh	NCOA1 inh	NR5A2 inv ag	TLR9-MyD88 inh	LMP1 NFkB inh	NCOA3 inh
- CCC(=O)Nc1ccc(N2CCN(Cc3ccccc3F)CC2)cc1
  -3	-20	2	0	0.2	8	-2	-12	-1	-1	-19
- CCOC(=O)CCN(C(=O)Nc1ccccc1)C1CCCCC1
  2	0	-1	4	-2.3	-6	-25	-22	2	2	-29
- COc1cc(C(=O)NNC(=O)c2ccco2)cc(OC)c1OC
  -4	-18	8	15	1.1	18	-22	-15	-4	1	-13
- CCOC(=O)c1ccc[n+](CC(=O)c2ccc(OC)cc2)c1
  -5	-2	4	-2	0.1	4	1	-4	11	-10	19
- CC(C)OC(=O)c1ccc(NC(=S)NC(=O)c2cncc(Br)c2)cc1
  -11	-5	-6	-4	-2.9	-2	16	14	-2	2	-8
- COc1ccccc1C1=CC(=O)C[C@H](c2ccc3c(c2)OCO3)C1
  -2	6	3	10	0.0	-4	-8	-5	-7	-8	0
- Cc1cc(C(=O)COC(=O)COc2ccc(C#N)cc2)c(C)n1C1CC1
  -3	14	10	22	-1.7	-20	-14	-4	-4	0	6
- COc1ccc([C@@H]2CC(=O)c3c(O)cc(O)cc3O2)cc1O
  -8	-7	-5	-6	-0.3	-9	-47	-70	-4	-7	-40
- COc1cc(C(=O)Nc2ccn(C)n2)ccc1OC(F)F
  -2	-36	11	-6	0.9	-8	-3	-32	-4	-5	-10
- CCC(C)c1ccccc1N1CC(C(=O)N2CCN(c3ccccc3)CC2)CC1=O (stereo not given)
  -1	-6	-8	9	0.5	4	3	-9	4	4	13
- O=S(=O)(c1ccccc1F)N1CCN(CC(O)c2ccccc2)CC1 (stereo not given)
  -3	9	3	0	-0.5	-16	4	-7	-4	0	-30
- O=C(NNC(=O)c1ccccc1F)c1cccs1
  -8	-13	20	22	0.9	-52	-25	-44	4	-2	-9
- COc1cccc(CNC(=S)Nc2cc(OC)ccc2OC)c1
  -6	-16	0	7	-1.6	8	-9	-13	3	-6	-5
- CCOC(=O)CN(C(=O)CSc1nnc2c(n1)[nH]c1ccccc12)c1ccccc1
  -5	-1	0	3	0.9	5	3	2	-4	-10	-30
- CC1=CC(c2ccc(Cl)cc2)n2nc(N3C(=O)CCC3=O)nc2N1 (stereo not given)
  -15	nt	-2	5	0.2	nt	0	2	0	-3	8
- C#CCN(C[C@@H]1[C@@H](OC(=O)NCc2ccccc2)[C@@H](OC(=O)NCc2ccccc2)CN(C(=O)OC(C)C)N1C(=O)OC(C)C)S(=O)(=O)c1ccc(C)cc1
  -5	0	16	8	-1.4	19	0	11	-6	-25	1
